Source: PubChem BioAssay
PhoP GFP inhibition – PhoP regulon inhibitors, Salmonella typhi PhoP promoter GFP reporter, confirmatory (AID 1850). inhibition, % at 50 µM, or IC50 in µM where a hit was titrated. Salmonella Typhi PhoP-promoter GFP reporter, fluorescence, 4 h; higher % means a stronger effect. 310,000 compounds, 0.33% hits; in the data active = a potency from the dose series; inconclusive = inhibition mostly from about 25% at the one dose, without a potency; inactive = the rest, 99 in 100 with inhibition below about 19%;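 also: 0% = induced wells with vehicle and 100% = uninduced wells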
tuberculosis growth – growth inhibition of non-replicating M. tuberculosis (AID 488890) | Mycobacterium tuberculosis non-replicating, growth inhibition; higher % means a stronger effect | inhibition, % at 25 µM; hits with a dose series show IC50 in µM | 320,000 compounds, 0.39% hits; in the data active = a potency from the dose series; inconclusive = inhibition mostly from about 82% at the one dose, without a potency; inactive = the rest, 99 in 100 with inhibition below about 76%;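 also: plate controls were DMSO cells for no effect and high antibiotic wells for full effect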
M. tuberculosis HTS – M. tuberculosis growth inhibition, HTS (AID 449762). M. tuberculosis H37Rv growth inhibition, 7H9 media; higher % means a stronger effect. 330,000 compounds, 0.59% hits. inhibition, % at 25 µM; hits with a dose series show IC50 in µM; in the data active = a potency from the dose series; inconclusive = inhibition above about 70% without an active follow-up result;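 also: bacterial growth assessed after seven days of incubation; strong numbers were not always called active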
inhibitors of VEEV – inhibitors of VEEV TC-83 cytopathic effect, confirmation, Vero cells (AID 588727). one-dose inhibition, % at 20 µM; IC50 in µM for titrated hits. Vero cells, VEEV TC-83 cytopathic effect inhibition; higher % means a stronger effect. 350,000 compounds, 0.13% hits; in the data active = a potency from the dose series; inconclusive = inhibition mostly from about 14% at the one dose, without a potency; inactive = the rest, 99 in 100 with inhibition below about 12%; also: strong numbers were not always called active
H1N1 NS1A inhibition – H1N1 influenza NS1A inhibitors, functional cell based assay (AID 504329); NS1A functional cell-based assay, percent inhibition; higher % means a stronger effect; inhibition, % at 12.5 µM, or IC50 in µM where a hit was titrated; 340,000 compounds, 0.3% hits; in the data active = a potency from the dose series; inconclusive = inhibition above about 27% without an active follow-up result; also: strong numbers were not always called active
inhibitors of VEEV 10K pilot screen – recorded beside inhibitors of VEEV, whose call it bears; inhibition, %; measured here: 10K pilot screen inhibition
* hit, by the source's call; i = inactive; ? = inconclusive; · = not tested or not shown. The order is random, and some 1.4% of all compounds hit somewhere here.

SMILES	PhoP GFP inhibition	tuberculosis growth	M. tuberculosis HTS	inhibitors of VEEV	H1N1 NS1A inhibition	others
Cn1cc(/C=N/NC(=O)c2ccc(C#N)cc2F)c2ccccc21	13.7%	-4.3%	23.1%	0.1%	3.6%
COc1cccc(NS(=O)(=O)c2ccc3c(c2)NC(=O)C(C)S3)c1 (stereo not drawn)	2.4%	13.3%	9.7%	1.4%	-3.9%
CCOc1ccc(NC(=O)CSc2nnnn2-c2ccc(C(N)=O)cc2)cc1	3.1%	-3.2%	6.3%	0.4%	-32.0%
COc1cccc(OC)c1C(=O)NC(C)C12CC3CC(CC(C3)C1)C2 (stereo not drawn)	9.1%	44.6%	-7.9%	0.8%	8.0%
NNC(=O)c1cccc(COc2cccc(Br)c2)c1	4.6%	2.8%	0.3%	1.0%	20.6%
CCc1nnc(NC(=O)c2ccc(S(=O)(=O)N3CCCCC3C)cc2)s1 (stereo not drawn)	13.5%	-3.8%	0.5%	1.2%	7.9%
CCOC(=O)c1cc(-c2ccc(Cl)cc2)nc2c1c(C)nn2CCC#N	15.7%	2.0%	4.7%	7.2%	-6.3%
Cn1c(SCC(=O)Nc2cccc(F)c2)nc2c(c1=O)SCC2	0.8%	14.5%	-1.2%	5.5%	-7.0%
C=CCNCCOc1cccc(Br)c1	-23.7%	3.3%	-3.5%	i	8.1%
CC1CCCN(C(=O)Cn2c(=O)oc3ccccc32)C1 (stereo not drawn)	11.6%	-17.0%	-5.3%	6.4%	-19.7%
CO/C([O-])=N/c1c[n+](-c2ccc(Cl)cc2)no1	-5.9%	-7.5%	-6.4%	1.1%	2.9%
Cc1ccc2nc(NC(=O)c3ccco3)sc2c1	1.6%	51.4%	3.7%	6.7%	-2.7%
COCC(=O)N/N=C(\C)CC(=O)NCc1ccco1	1.4%	-12.7%	13.0%	0.8%	1.4%	inhibitors of VEEV 10K pilot screen=0.4
O=C(Nc1cccc(-c2nn[nH]n2)c1)c1cccs1	-7.9%	9.6%	-2.2%	1.2%	-7.1%
Cc1ccccc1Cn1c2ccccc2c2cnn(CC(=O)NCc3ccccn3)c(=O)c21	5.6%	16.2%	2.4%	1.1%	1.2%
Oc1ccc(C(=S)N2CCCCC2)cc1Cl	-1.9%	1.3%	-16.3%	i	3.0%
Cc1ccc2nc(C3CCCCC3)[nH]c2c1	-1.3%	-22.4%	17.4%	0.5%	-4.6%
COc1ccc(Nc2nc(C)cc(C)c2C(N)=O)c(OC)c1	-4.9%	-9.4%	6.6%	1.2%	-4.0%
CCc1ccc(N2CN=c3s/c(=C\c4ccccc4)c(=O)n3C2)cc1	1.0%	76.3%	?	1.7%	2.5%
O=S(=O)(/C=C/c1ccccc1)NC1CCCCCCC1	-4.2%	62.2%	3.9%	0.8%	-16.2%
CCCCC(c1nnnn1CC1CCCO1)N1CCN(c2ccccc2)CC1 (stereo not drawn)	-23.6%	19.1%	8.9%	1.5%	-5.5%
CN(C)S(=O)(=O)c1ccc(N2CCCC2)c(C(=O)OCC(=O)N2CCN(c3ccccc3)CC2)c1	-8.5%	2.0%	17.9%	i	13.3%
COc1ccccc1-c1ccc(Nc2cccc(C(F)(F)F)c2)nn1	-27.3%	0.0%	-5.0%	0.7%	-0.8%	inhibitors of VEEV 10K pilot screen=1.8
Cn1c(N)c(C(=O)COC(=O)COc2ccccc2Cl)c(=O)n(C)c1=O	·	·	·	0.9%	4.9%
CCC1CN(C(=O)NCc2cccc(OC)c2)c2ccccc2O1 (stereo not drawn)	7.6%	-5.7%	2.8%	0.5%	-17.8%

Two successive compounds out of the list so far:
SMILES	PhoP GFP inhibition	tuberculosis growth	M. tuberculosis HTS	inhibitors of VEEV	H1N1 NS1A inhibition	others
Cn1cc(/C=N/NC(=O)c2ccc(C#N)cc2F)c2ccccc21	13.7%	-4.3%	23.1%	0.1%	3.6%
COc1cccc(NS(=O)(=O)c2ccc3c(c2)NC(=O)C(C)S3)c1 (stereo not drawn)	2.4%	13.3%	9.7%	1.4%	-3.9%

Additional records.
SMILES	PhoP GFP inhibition	tuberculosis growth	M. tuberculosis HTS	inhibitors of VEEV	H1N1 NS1A inhibition	others
CC(C)C(=O)N1CCN(c2ccc([N+](=O)[O-])c(NC(C)c3ccccc3)c2)CC1 (stereo not drawn)	-1.2%	33.1%	4.7%	8.1%	10.4%
COC(=O)c1cc(S(=O)(=O)N2CCCC2)c(Cl)cc1Cl	-3.0%	13.7%	12.0%	1.5%	-4.1%
O=C(NC1CCN(Cc2ccccc2)CC1)c1cccc(S(=O)(=O)Nc2ccc(F)cc2)c1	·	30.7%	37.8%	2.3%	12.2%
COc1ccc(CCNC(=O)C2CCCN2C(=O)Nc2cccc(OC)c2)cc1 (stereo not drawn)	-10.0%	3.3%	5.5%	0.5%	2.6%
Cc1ccc(NC(=O)N2CCN(Cc3ccc4c(c3)OCO4)CC2)cc1	4.7%	6.2%	-6.2%	3.8%	5.0%
Cn1c(SCC(=O)Nc2ccc(C(N)=O)cc2)nc2c(c1=O)SCC2	-8.6%	-2.1%	-7.4%	3.7%	-1.7%
COc1ccc(CC(=O)OCC(=O)N(C)C2CCS(=O)(=O)C2)cc1OC (stereo not drawn)	-0.6%	-1.1%	0.9%	0.1%	-7.4%
C=CCNC(=O)c1c(Br)cnn1-c1ccc(C)cc1	-1.5%	-4.8%	-7.4%	5.9%	·
COc1cc(Cl)c(C)cc1NC(=O)CSCC#N	-2.7%	-7.9%	-6.9%	2.4%	2.0%
Cc1ccc(OCc2cc(C(=O)NCCc3cccnc3)no2)cc1C	-3.1%	25.2%	9.4%	i	-0.3%
O=c1[nH]c(=S)[nH]c2nccnc12	·	·	·	1.7%	-1.2%
CCCCCCCCCCC[C@@H](C[C@@H]1OC(=O)[C@H]1CCCCCC)OC(=O)[C@H](CC(C)C)NC=O	-22.1%	?	91.7%	i	3.6%
CC(=O)Nc1ccc(-c2ccnc(-c3ccc(NC(C)=O)cc3)n2)cc1	4.6%	2.0%	-4.0%	1.1%	4.4%
NS(=O)(=O)c1ccc(NC(=S)Nc2ccc(F)c(F)c2)cc1	-9.7%	?	-8.4%	0.2%	-0.6%
Cc1ccc([C@@H]2[C@@H]3C(=O)N(C)C(=O)[C@@H]3[C@]3(Cc4ccccc4)C(=O)N(CCO)CC(=O)N23)o1	2.5%	-11.8%	2.2%	0.1%	4.9%	inhibitors of VEEV 10K pilot screen=1.7
CCOc1ccccc1NC(=O)CSc1nnc(Cc2ccc(OC)cc2)c(=O)n1N	14.2%	11.1%	-5.2%	1.4%	-4.4%
COc1ccc(CN(CC(=O)NC2CCCC2)C(=O)c2csnn2)cc1	5.4%	11.8%	-0.6%	1.6%	7.2%
CC(CN1CCN(C/C=C/c2ccccc2)CC1)c1ccccc1 (stereo not drawn)	-1.6%	2.3%	0.5%	1.3%	0.7%
Cc1cc(C)n2nc(C(=O)OCC(=O)c3c[nH]c4ccccc34)nc2n1	2.9%	11.7%	1.1%	2.9%	18.1%
CCOc1ccc2nc(SC3CC(=O)N(c4ccc(OC)cc4OC)C3=O)sc2c1 (stereo not drawn)	-1.3%	?	37.3%	12.5%	4.8%
Brc1cnc(N2CCCC2)nc1N1CCCCC1	3.3%	10.4%	-5.5%	0.1%	8.5%
O=C(CNC(=O)OCc1ccccc1)NC1CCCCNC1=O (stereo not drawn)	-5.4%	-13.5%	-0.8%	0.1%	0.3%
N#Cc1c(N)c(C(=O)c2ccccc2)n2c1CCC2	-7.5%	0.1%	-4.3%	1.7%	4.1%
O=C(CCc1ccc(S(=O)(=O)NCCc2ccccc2)cc1)NCc1ccco1	15.1%	16.3%	7.0%	1.2%	2.2%
Cc1cccc(N2CCN(C(=O)c3cc(=O)[nH]c4ccccc34)CC2)c1C	-6.8%	·	-0.6%	8.6%	-5.0%

Part of the list above in order of SMILES length, lowest first.
SMILES	PhoP GFP inhibition	tuberculosis growth	M. tuberculosis HTS	inhibitors of VEEV	H1N1 NS1A inhibition	others
O=C(CNC(=O)OCc1ccccc1)NC1CCCCNC1=O (stereo not drawn)	-5.4%	-13.5%	-0.8%	0.1%	0.3%
CCC1CN(C(=O)NCc2cccc(OC)c2)c2ccccc2O1 (stereo not drawn)	7.6%	-5.7%	2.8%	0.5%	-17.8%
COc1cccc(OC)c1C(=O)NC(C)C12CC3CC(CC(C3)C1)C2 (stereo not drawn)	9.1%	44.6%	-7.9%	0.8%	8.0%
COc1cccc(NS(=O)(=O)c2ccc3c(c2)NC(=O)C(C)S3)c1 (stereo not drawn)	2.4%	13.3%	9.7%	1.4%	-3.9%
O=C(NC1CCN(Cc2ccccc2)CC1)c1cccc(S(=O)(=O)Nc2ccc(F)cc2)c1	·	30.7%	37.8%	2.3%	12.2%

(listing goes on)
SMILES	PhoP GFP inhibition	tuberculosis growth	M. tuberculosis HTS	inhibitors of VEEV	H1N1 NS1A inhibition	others
Cn1c(O)c(C(=Nc2ccc(F)cc2)c2ccccc2)c(=O)n(C)c1=O	-2.1%	-4.4%	4.3%	i	-3.8%
CCOC(=O)c1c(Nc2nc(C)c(C(=O)NC)s2)sc(C)c1C	-2.3%	-4.3%	-2.8%	1.4%	4.8%
COc1ccc(S(=O)(=O)NC2(C(F)(F)F)NC(=O)N(CCc3ccccc3)C2=O)cc1 (stereo not drawn)	11.0%	-6.9%	9.3%	1.5%	-2.5%
CCCc1cc(C(=O)Nc2ccc(C(=O)c3ccc(C)cc3)cc2)n(C)n1	-5.9%	10.5%	?	4.1%	5.8%
CCc1ccc(-n2c(=S)sc3c(=O)n(-c4ccccc4)c(SCC(=O)O)nc32)cc1	-0.4%	-4.0%	-7.2%	1.8%	-4.4%
CCOC(=O)c1nnn(CC(=O)N2N=C(c3ccc(Cl)cc3)CC2c2ccccc2)c1C(=O)OCC (stereo not drawn)	-8.3%	-9.7%	1.2%	0.1%	-3.9%
CN(C)c1nc(Oc2ccc(=O)n(C)n2)nc(N2CCOCC2)n1	-4.9%	49.2%	-0.4%	1.1%	-6.5%
COc1cc(NC(=O)C2CCCN2S(=O)(=O)c2ccc3c(c2)CCC(=O)N3)cc(OC)c1 (stereo not drawn)	3.9%	-15.4%	1.8%	0.2%	3.9%
O=c1oc(-c2ccc([N+](=O)[O-])cc2)nc2ccccc12	-0.3%	?	27.7%	1.1%	-1.6%
CC[C@]12c3[nH]c4ccccc4c3CCN1C(=O)C(CC(=O)NCCCn1ccnc1)C[C@@H]2C(=O)N1CCN(C(=O)c2ccco2)CC1 (stereo partly drawn)	·	3.0%	2.5%	0.8%	3.8%
Cc1ccccc1-c1cc(C(=O)N/N=C/c2cccnc2)c2ccccc2n1	-2.7%	37.2%	25.9%	4.3%	-4.2%
Cc1ccc(C2C3=C(CCCC3=O)Nc3c2c(C)nn3-c2ccccn2)o1 (stereo not drawn)	-14.3%	13.8%	57.3%	·	·
Cc1ccc(-c2csc3ncn(CC(=O)OC(C)C)c(=O)c23)cc1	-6.4%	71.2%	-15.1%	5.2%	-2.3%
CCOC(=O)c1ccc(NC(=O)CSc2nnc(COc3ccccc3OC)n2C)cc1	-7.4%	12.9%	62.6%	1.2%	-1.6%
CCOC(=O)C1CCN(c2ncnc3c2oc2ccccc23)CC1	-0.6%	67.5%	-9.6%	0.6%	-1.8%
CCOc1ccc(C2C(C(=O)c3ccco3)=C(O)C(=O)N2CCN2CCOCC2)cc1OCC (stereo not drawn)	-1.9%	3.0%	3.9%	i	1.1%
CCOC(=O)c1c(NC(=O)c2ccc(Cl)cc2)csc1C	1.0%	-1.6%	-3.5%	1.2%	-1.4%
CC(=O)NCCC(=O)Nc1cc(S(=O)(=O)Nc2ccc(Cl)cc2)ccc1N1CCCC1	-0.4%	-4.0%	-2.7%	1.0%	-1.1%
COc1ccccc1N1CC=C(c2cccc([N+](=O)[O-])c2)NC1=O	4.0%	23.2%	-8.2%	1.7%	-19.7%
O=C(CSc1nc2ccccc2nc1N1CCOCC1)Nc1ccccc1F	3.5%	·	-5.0%	6.4%	-1.8%
COCCCN1C(=O)/C(=C\c2cccs2)C(C(=O)OC)=C1C	-13.8%	-20.0%	2.6%	1.9%	2.3%
COC(=O)C1C2CC3c4[nH]c5cc(OC)ccc5c4CCN3CC2CC(O)C1OC (stereo not drawn)	·	·	·	0.2%	5.4%
Cc1ccc(C(C)C)c(OCC(=O)NNC(=O)C(C(C)C)N2C(=O)c3ccccc3C2=O)c1 (stereo not drawn)	-5.4%	-23.7%	-6.9%	1.8%	-0.7%
Cc1ccc(C(=O)NCC(=O)OCc2nnc(-c3ccccc3)o2)cc1	5.6%	20.4%	5.6%	2.0%	14.2%
CC1=NNC(=O)C1CC(=O)N/N=C/c1sccc1C (stereo not drawn)	-9.3%	-5.5%	-3.8%	1.1%	·
CSCCC(NC(=O)COc1ccccc1)C(=O)NC1CCC(C)CC1 (stereo not drawn)	5.1%	-5.8%	-15.2%	i	-4.7%
